# Peg3 prom inh: Peg3 promoter-driven luciferase inhibitors, primary screen, cell-based, HeLa, luciferase luminescence. HeLa PEG-Prom luciferase reporter, overnight. 1.7% of 360,000 active. inhibition, % at 20 µM;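 active means inhibition of at least 50% at 20 µM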
# CaV13 FRET inh: Primary screen for inhibitors of IQ motif and Ca2+-dependent inactivation inhibitor domain binding in CACNA1D, Förster resonance energy transfer in living cells, …; AID 743397; HEK cells, CFP/YFP FRET ICDI-IQ, plate reader, 10 min; percent FRET-ratio fall versus neutral wells; inhibition, % at 12.3 µM; 0.098% of 340,000 active;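 active means mean replicate inhibition of at least 30% and at least 1% of replicates passing that level; inconclusive means only one of the two criteria is met; inactive means neither criterion is met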;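 further: 0% = median of the neutral control wells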
# Exocytosis inh: LAMP-1 surface exposure blockers, TALL-104 cells – cell-based, flow cytometry, MLPCN library, primary screen. TALL-104 LAMP-1 surface exposure; cells stimulated with thapsigargin and PMA. 0.66% of 360,000 active. inhibition, % at 10 µM. AID 651702, 2012;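 active means inhibition above about 55%, limit read from the data; inconclusive means no clear call, values can overlap the other calls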
# aDG glyco act: activators of alpha-DG glycosylation, primary screen, uHTS, Pro5-aDG cells, AlphaScreen; 0.22% of 360,000 active; alpha-DG glycosylation AlphaScreen (IIH6); 0% Pro5, 100% B10-LARGE cell signal; activation, % at 10 µM;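 active means activation of at least 8% versus controls, or a plate z-score of at least 8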;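 further: Pro5 are CHO cells carrying HIG-tagged alpha-DG that lacks glycosylation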
# NR2E3 ag-1: NR2E3 agonists in two-hybrid cells, primary screen, cell-based, luminescence, CHO-S, Gal4-NCOR/VP16-NR2E3; 0.35% of 360,000 active; AID 602229, 2012; Photoreceptor-specific nuclear receptor (Homo sapiens), Q9Y5X4; luciferase; inhibition of corepressor binding, % at 3.98 µM;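 active means inhibition above the mean of all tested compounds plus 3 SD, cut at about 70% in these data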;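 further: 0% = DMSO with NR2E3 transfected cells and 100% = cells lacking NR2E3 construct; higher means lower luciferase signal from less NR2E3 corepressor binding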
# Target sequence (Q9Y5X4 whole entry, looked up, the tested form may be a part): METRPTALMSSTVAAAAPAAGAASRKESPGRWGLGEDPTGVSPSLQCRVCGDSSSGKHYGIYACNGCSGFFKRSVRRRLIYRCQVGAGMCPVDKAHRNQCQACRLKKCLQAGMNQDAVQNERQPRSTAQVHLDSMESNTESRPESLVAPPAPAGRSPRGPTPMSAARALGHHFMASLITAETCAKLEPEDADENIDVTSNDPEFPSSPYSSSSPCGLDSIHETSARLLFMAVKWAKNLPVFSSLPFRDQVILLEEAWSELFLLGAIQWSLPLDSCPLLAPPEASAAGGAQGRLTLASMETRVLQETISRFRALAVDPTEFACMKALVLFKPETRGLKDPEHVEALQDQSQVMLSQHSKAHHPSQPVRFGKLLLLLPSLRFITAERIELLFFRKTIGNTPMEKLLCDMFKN
# NR2E3 ag-2: inhibitors of NR2E3-RetCOR corepressor binding, primary screen, NR2E3 agonist project, biochemical, TR-FRET, GST-NR2E3, biotin-RetCOR; Photoreceptor-specific nuclear receptor (Homo sapiens), Q9Y5X4; 1536-well; inhibition of corepressor binding, % at 4.78 µM; 0.12% of 320,000 active; AID 2300, 2010;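 active means percent inhibition above the cutoff of mean plus 3 SD of all tested compounds, set per screening campaign, cut at about 20% in these data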;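 further: 0% = DMSO wells and 100% = biotin wells as full block of FRET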
#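 Assay system: NR2E3–RetCOR corepressor complex. Quantity: 1.35 nM GST-NR2E3. Buffer or medium: pH 7.5 Tris-based buffer. Reagent: biotinylated RetCOR corepressor at 7 nM final. Schedule: 5 h at 4 °C. Detection: TR-FRET, emission read at 617 and 671 nm. Replicates: one well per compound, singlicate testing.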
# PDI turbidity: inhibitors of human PDI, primary screen, biochemical, turbidity, single point, plate reader; inhibition, % at 10 µM; PDI insulin aggregation turbidity, A650, 90 min; Protein disulfide-isomerase (Homo sapiens), P07237; 0.052% of 350,000 active; AID 588391, 2011;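 active means mean inhibition across replicates of 30% or more, whatever share of single replicates reach that level; inconclusive means mean inhibition below 30% while every single replicate reaches 30%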;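 further: absorbance from insulin aggregation driven by PDI reduction with DTT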
# Target sequence (P07237 whole entry, looked up): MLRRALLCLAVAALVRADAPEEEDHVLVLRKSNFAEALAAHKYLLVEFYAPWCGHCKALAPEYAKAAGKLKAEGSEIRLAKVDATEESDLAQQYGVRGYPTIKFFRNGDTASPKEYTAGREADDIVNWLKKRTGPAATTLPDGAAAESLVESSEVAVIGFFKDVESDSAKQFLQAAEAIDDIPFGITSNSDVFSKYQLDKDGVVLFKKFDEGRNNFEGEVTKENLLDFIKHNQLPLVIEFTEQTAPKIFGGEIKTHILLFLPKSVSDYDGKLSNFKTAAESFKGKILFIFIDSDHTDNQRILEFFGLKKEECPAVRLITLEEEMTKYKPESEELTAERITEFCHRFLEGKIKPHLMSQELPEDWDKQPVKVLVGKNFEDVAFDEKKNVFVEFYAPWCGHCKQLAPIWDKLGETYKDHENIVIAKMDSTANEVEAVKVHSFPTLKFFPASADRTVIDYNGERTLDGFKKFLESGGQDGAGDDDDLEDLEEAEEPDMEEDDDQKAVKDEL
# HIF-2a inh: HIF-2a reporter inhibitors, primary screen, luminescence, 786-0 RCC cells | 786-0 RCC cells HIF-2a reporter, luciferase luminescence, overnight | inhibition, % at 18.8 µM | 0.72% of 360,000 active;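 active means inhibition of the luminescence signal of 40% or more relative to plate controls, in a single-dose primary screen at 18.75 µM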
# Vif inh: HIV Vif self-association inhibitors, primary screen, imaging, HEK293T, single point; 0.35% of 340,000 active; inhibition, % at 7.49 µM; HEK293T cells, Vif self-association by quenched fluorescence, 24 h; in the data active means inhibition above about 50%, passing the limit was not always enough; inconclusive means no clear call, values can overlap the other calls; inactive means below about 31%; further: some results filed as inactive read as strong as hits
# iPSC survival up: enhancers of single-cell hiPSC survival, primary screen, ATPlite luminescence | 100% = ROCK inhibitor wells, 0% = DMSO | survival enhancement, % at 20 µM | 0.044% of 360,000 active; in the data active means survival enhancement above about 18%;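 further: cells exposed to compounds for 16 hours before the ATP read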
# TRPM1 prom inh: inhibitors of MITF-dependent TRPM1 promoter reporter, primary screen, cell-based, SK-MEL-5, single point, luciferase; SK-MEL-5 TRPM1 promoter luciferase, 24 h; inhibition, % at 12.5 µM; 0.83% of 330,000 active; AID 488899, 2010;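 active means mean inhibition across replicates of 60% or more, whatever share of single replicates reaches that level; inconclusive means some that reach 60%, reason not given; inactive means mean inhibition across replicates below 60%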; further: values of inactives mirror those of a sister screen read the other way
# An asterisk follows results filed as active; u = inconclusive; x = not tested or not shown.
SMILES,Peg3 prom inh,CaV13 FRET inh,Exocytosis inh,aDG glyco act,NR2E3 ag-1,NR2E3 ag-2,PDI turbidity,HIF-2a inh,Vif inh,iPSC survival up,TRPM1 prom inh
CN(C)S(=O)(=O)c1cccc(C(=O)OCC(=O)Nc2ccccc2OC(F)F)c1,-0.2,-4.7,-0.9,-0.3,-7.3,1.4,0.3,-0.5,-9.8,0.0,6.6
CCCc1cc(=O)oc2c3c(cc(OCC(=O)NCC4CCC(C(=O)O)CC4)c12)OC(C)(C)CC3 (configuration not stated),-12.3,x,3.5,-0.1,-11.4,0.7,x,-1.8,u,-2.1,16.9
Cc1cc(NC(=O)CSCC(=O)OCC(=O)Nc2cc(C)c(C)cc2[N+](=O)[O-])no1,2.7,-6.1,14.3,0.3,8.6,4.2,-0.1,-4.1,x,-0.4,5.4
Cc1cn([C@H]2C[C@H](O)[C@@H](CNCc3cnc(N4CCOCC4)nc3)O2)c(=O)[nH]c1=O,-5.4,-2.5,8.6,-0.3,-4.7,x,-3.5,6.9,x,-2.5,x
COCCSc1nnc(NS(=O)(=O)c2ccc(C)cc2)s1,5.2,-2.7,1.8,0.2,-8.8,6.8,5.5,4.3,-0.6,-0.6,7.2
NS(=O)(=O)c1ccc(CCNc2ccn3nc(-c4cccc(C(F)(F)F)c4)cc3n2)cc1,40.8,-6.1,-0.5,1.5,-12.0,x,-12.3,-86.7,-5.2,0.8,x
OC1(c2cccc(C(F)(F)F)c2)CCN(c2ccc(-c3ccccc3)nn2)CC1,-119.1,-4.6,-0.9,0.8,-65.4,-0.3,-5.7,-140.9,-1.6,-0.6,-66.1
CCOC(=O)c1sc(=NC(=O)c2ccc(OC)c(OC)c2)n(C)c1C,-68.8,-8.7,-3.2,0.1,-16.6,-0.9,10.1,-50.3,2.6,-1.8,-65.1
Cc1cccc(Nc2ccccc2C(=O)OCC(=O)N2CCOCC2)c1C,-10.6,x,1.1,0.1,-4.5,2.0,2.4,-7.6,4.1,2.1,-2.7
COC(=O)c1ccc2c(c1)nc(C)n2CCO,-4.5,0.6,-1.5,1.3,-9.2,0.2,-0.5,0.3,-8.3,1.0,1.6
CCCCCC(=O)N1C[C@H](O)[C@@H](n2cc(COC(=O)c3ccccc3)nn2)C[C@@H]1c1ccc(OC)cc1,9.7,-8.5,-1.4,0.0,-18.0,x,-3.8,-0.2,-1.9,-1.6,x
CC(=O)Nc1ccc(S(=O)(=O)N(C)CC(=O)OC(C)C(=O)NC2(C#N)CCCCC2)cc1 (configuration not stated),-10.0,-11.8,-3.2,-0.3,1.3,x,5.8,-1.8,8.2,5.5,x
CCc1ccc(N(C(=O)c2csnn2)C(C(=O)NC(C)(C)C)c2ccccn2)cc1 (configuration not stated),-56.1,-4.3,-0.3,-0.1,-40.6,-4.9,0.6,-129.1,5.0,-2.9,-7.1
C=CCOc1c(CNc2ccc(C(=O)O)cc2)cccc1OC,-2.5,-2.7,0.6,0.0,-9.1,-0.4,-2.7,-2.7,-1.0,1.4,0.1
O=C(Nc1ccc(F)c(Cl)c1)C1CC(=O)N(Cc2ccco2)C1 (configuration not stated),15.4,-5.1,-5.7,-0.4,5.6,3.1,4.8,3.1,2.1,6.3,5.4
O=c1cc(CO)occ1OCc1cccc(C(F)(F)F)c1,-26.9,-6.1,-2.7,0.1,7.1,-5.9,-1.5,-20.4,-12.1,1.5,-8.4
CCOc1ccccc1NC1=NC2CS(=O)(=O)CC2S1 (configuration not stated),3.3,-7.2,-8.3,-0.1,-25.4,1.2,7.4,7.5,23.6,-0.3,-1.5
COc1ccc(-c2c(-c3ccsc3)oc3ccc(N4CCOCC4)cc23)cn1,-43.3,-5.6,-6.0,0.2,-20.8,4.7,-3.8,-30.4,-4.1,-1.4,3.2
COc1ccc(CNC(=O)CN(C)Cc2ccc(C(C)(C)C)cc2)cc1,7.5,-19.7,32.2,0.2,-16.0,-0.5,2.2,-9.2,0.4,0.7,-1.4
Cc1ccc(Cn2nc(C)c(C(=O)NCC(c3ccc(F)cc3)N3CCOCC3)c2Cl)cc1 (configuration not stated),17.2,-5.1,22.5,0.1,-5.0,2.1,18.8,11.8,3.7,0.1,x
CC1(C(=O)NS(=O)(=O)c2ccccc2)CCN1C(=O)Cc1ccccc1 (configuration not stated),-18.0,-10.1,-2.8,-0.2,-10.4,x,-5.1,11.5,15.4,-1.0,x
COc1ccc(C(=O)c2c(-c3ccc(OC)cc3)oc3ccc(-c4ccc(OC)nc4)cc23)cc1,18.2,-10.2,5.5,-0.5,-5.7,9.1,6.2,3.3,-2.1,-2.1,2.2
O=C1CCCC(=O)C1=Cc1c[nH]c2ccccc12,12.6,x,-0.6,-0.1,-30.6,2.0,-12.1,11.5,-2.2,-3.1,-5.2
COc1ccc(CNc2nc3ccccc3n2C(C)C)c(O)c1,11.0,-0.6,26.7,0.3,20.3,-0.2,0.4,-8.4,-11.6,-0.4,1.7
C[C@H]1CN([C@@H](C)CO)C(=O)c2cccc(NC(=O)c3nc4ccccc4s3)c2O[C@H]1CN(C)C(=O)Nc1ccc(F)cc1,36.7,-9.3,-4.2,-0.7,13.6,x,-0.2,3.3,12.9,-1.6,-14.6
CC1(C)CN=C(N(Cc2ccccc2)C(=O)Nc2ccccc2)S1,-60.3,-5.6,-5.8,0.4,-8.8,0.8,-2.1,-54.6,17.2,-2.3,-22.8
COc1ccc(NC(=S)NCc2ccc(F)cc2)cc1,5.0,-4.6,0.9,0.0,-37.7,1.6,-1.4,-24.3,-1.8,-0.7,5.3
CC12CCC(=O)N1C(C(=O)N1CCN(c3ccccc3)CC1)CS2 (configuration not stated),-1.2,-6.8,-2.1,-0.3,-2.3,0.1,-4.2,-2.9,-7.1,0.7,1.0
Cc1ccc(-n2c(SCC(=O)Nc3nccs3)nc3c(c2=O)SCC3)cc1,22.9,-7.1,2.0,-0.3,-4.0,-1.7,-3.1,13.4,8.1,-0.2,23.0
COc1cc(C(=O)O)ccc1OCc1c(C)noc1C,13.7,-5.2,-1.0,-0.1,-16.9,-0.1,0.1,6.7,-4.2,1.0,3.3
CCOC(=O)c1c(O)c2c([nH]c1=O)CCCC2,-0.8,-7.4,-3.6,0.0,-27.5,2.2,7.8,11.7,6.8,-0.6,-5.8
O=C(CN1CCSC1=O)Nc1ccc(N2CCOCC2)cc1,-39.3,-4.9,-1.1,-0.3,-21.4,x,5.7,-58.2,-0.5,1.0,-35.6
OCCNc1nc2ccccc2n1-c1ncnc2sc3c(c12)CCC3,2.7,-5.0,3.4,0.4,1.3,x,-3.8,12.7,-8.9,-1.6,0.9
O=C(N/N=C/c1ccccc1O)c1cccc2ccccc12,42.8,-2.1,-2.0,0.9,-35.3,x,4.2,-58.5,3.5,0.1,29.6
O=Cc1cn[nH]c1-c1ccccc1,8.4,-3.8,3.9,0.1,18.4,3.7,-2.3,2.4,3.5,3.3,x
CCN(CC)c1ccc(C2C(C(=O)Nc3ccccn3)=C(C)NC3=C2C(=O)CC(C)(C)C3)cc1 (configuration not stated),3.6,-4.7,2.5,0.0,-9.1,2.7,0.5,-33.1,0.8,2.6,0.3
NS(=O)(=O)c1cc(C(=O)Nc2ccc3c(c2)CCC3)ccc1Cl,-273.4,-4.1,-20.5,0.0,-75.5,-4.3,2.6,-233.8,-2.8,-0.1,-103.1
CC(C)(C)c1ccc(OCC(=O)NCC(c2cccs2)N2CCOCC2)cc1 (configuration not stated),32.4,-5.9,5.2,0.6,17.5,-2.7,-4.5,12.0,x,-0.4,3.0
CN(C)S(=O)(=O)c1ccc(N2CCCC2)c(C(=O)NCC2CCCO2)c1 (configuration not stated),-10.1,-4.3,-8.6,-0.2,-11.6,-4.2,-2.7,10.4,x,-0.3,-7.7
C#CCNC(=O)C[C@@H]1C[C@@]2(C(=O)OCC)CCC=C2N(Cc2ccco2)C1=O,x,-4.9,-5.2,0.4,-5.6,x,x,-5.0,x,-0.4,x

# Three structures from above, arranged by count of non-hydrogen atoms, falling:
SMILES,Peg3 prom inh,CaV13 FRET inh,Exocytosis inh,aDG glyco act,NR2E3 ag-1,NR2E3 ag-2,PDI turbidity,HIF-2a inh,Vif inh,iPSC survival up,TRPM1 prom inh
CC(C)(C)c1ccc(OCC(=O)NCC(c2cccs2)N2CCOCC2)cc1 (configuration not stated),32.4,-5.9,5.2,0.6,17.5,-2.7,-4.5,12.0,x,-0.4,3.0
CN(C)S(=O)(=O)c1ccc(N2CCCC2)c(C(=O)NCC2CCCO2)c1 (configuration not stated),-10.1,-4.3,-8.6,-0.2,-11.6,-4.2,-2.7,10.4,x,-0.3,-7.7
O=C(CN1CCSC1=O)Nc1ccc(N2CCOCC2)cc1,-39.3,-4.9,-1.1,-0.3,-21.4,x,5.7,-58.2,-0.5,1.0,-35.6

# New compounds follow
SMILES,Peg3 prom inh,CaV13 FRET inh,Exocytosis inh,aDG glyco act,NR2E3 ag-1,NR2E3 ag-2,PDI turbidity,HIF-2a inh,Vif inh,iPSC survival up,TRPM1 prom inh
Cc1nn(-c2ccccc2)c2c1C(c1ccncc1)C(C#N)=C(N)O2 (configuration not stated),8.1,x,-2.3,-0.3,-23.9,-2.1,3.9,8.0,-16.3,-2.2,8.4
Cc1ccc(NC(=O)c2nc[nH]c2C(=O)N(C)CCO)cc1,-1.1,-5.8,5.5,0.1,-29.5,x,2.0,-13.0,-1.0,0.2,x
CSc1ncc(C(=O)Nc2cccnc2)c(C(F)(F)F)n1,12.9,-3.1,-12.3,0.0,-43.3,x,-2.3,9.3,x,0.1,-1.7
Cc1cc(SCC(=O)N/N=C/c2ccc(C(=O)O)cc2)nc2ccccc12,6.8,-19.1,1.9,0.0,-28.1,-0.3,-4.3,2.5,-5.8,-0.3,-9.3
COc1cccc(CN(CCC(C)C)S(=O)(=O)c2cc(Br)ccc2Br)c1,9.3,-6.3,9.6,0.0,0.2,x,0.1,3.8,-5.0,2.4,-6.3
Cc1ccc(C(C)NC(=O)COC(=O)C2=COCCO2)cc1C (configuration not stated),2.5,-1.9,0.2,0.0,6.3,0.6,-5.0,6.1,-3.3,-0.3,5.8
Cc1cccnc1NC(=O)C1CCC1,8.1,x,-5.6,-0.1,-1.1,0.3,-1.8,21.6,0.2,0.0,3.0
CCNC(=O)c1c(NC(=O)c2cc(-c3cc(C)ccc3O)n[nH]2)sc2c1CCCC2,59.5*,-4.2,5.1,-0.5,-7.6,4.2,-21.8,-10.2,x,1.9,-12.9

# Source: PubChem BioAssay (several laboratories)
